PNC inhibitor: blocks assembly of the perinucleolar compartment | PC3M PTB-GFP, PNC prevalence imaging, 16 h; stronger effect = lower value | activity change (PNC), negative = inhibition, % at 10 µM | 140,000 tested, 3.1% active | AID 2417;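 active = readout at or below -70, meaning at least 70% loss of cells showing the perinucleolar compartment, a nuclear body marking cancer cells; inconclusive = readout between -30 and a set limit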;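 also: plate controls were DMSO wells for no effect and camptothecin positive control wells for full effect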
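Compounds are pinned in duplicate onto adhered PC3M cells stably expressing GFP-tagged PTB and incubated 16 h at 37 C. Cells are then fixed, nuclei stained with Hoechst, and PNC-positive cells counted.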
IMPase inh: IMPase inhibition in cells | inhibition (IP1 accumulation), % at 46.1 µM | CHO-M1 cells, IP1 accumulation, HTRF TR-FRET ratio | 120,000 tested, under 10 active | P97697; active = well fitted curve in the direction sought with a large enough effect in the signal ratio, not every such curve was filed as active; inconclusive = small, poorly fitted or top-dose-only effect, or a change in a side signal; inactive = no such curve, though single readings can be large or run the other way; the % refers to the signal ratio;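 also: cells stimulated with carbachol in lithium chloride buffer; plate controls were DMSO basal wells for no effect and reference inhibitor wells for full effect; higher means more IMPase inhibition seen as more IP1 and lower FRET ratio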
Target sequence (P97697 whole entry, looked up): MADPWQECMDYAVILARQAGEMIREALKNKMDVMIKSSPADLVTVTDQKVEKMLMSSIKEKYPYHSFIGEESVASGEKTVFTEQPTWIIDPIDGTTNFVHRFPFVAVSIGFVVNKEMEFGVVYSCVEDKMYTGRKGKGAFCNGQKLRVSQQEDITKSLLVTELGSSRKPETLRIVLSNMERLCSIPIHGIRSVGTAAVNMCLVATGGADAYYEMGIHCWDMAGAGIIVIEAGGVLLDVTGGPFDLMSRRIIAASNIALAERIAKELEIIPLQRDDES
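The IP-One HTRF competitive assay in carbachol-stimulated CHO-M1 cells quantifies cellular IP1. Compounds spanned up to 46 uM final, and activity is expressed as AC50 from concentration-response fits of the ratio and donor data.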
12-hLO inh: blocks human 12-lipoxygenase activity. P18054. purified 12-hLO, xylenol orange hydroperoxide absorbance. Potency, µM (highest dose often 57.1 µM), without a hit: at the top dose activity change, negative = inhibition, usual class: inhibitors. 150,000 tested, 0.12% active; also: potency is read from the fitted curve at half-maximal effect; nearly all actives have a fitted effect of over 55% in size; many of its hits are not listed in these tables
Target sequence (P18054 whole entry, looked up): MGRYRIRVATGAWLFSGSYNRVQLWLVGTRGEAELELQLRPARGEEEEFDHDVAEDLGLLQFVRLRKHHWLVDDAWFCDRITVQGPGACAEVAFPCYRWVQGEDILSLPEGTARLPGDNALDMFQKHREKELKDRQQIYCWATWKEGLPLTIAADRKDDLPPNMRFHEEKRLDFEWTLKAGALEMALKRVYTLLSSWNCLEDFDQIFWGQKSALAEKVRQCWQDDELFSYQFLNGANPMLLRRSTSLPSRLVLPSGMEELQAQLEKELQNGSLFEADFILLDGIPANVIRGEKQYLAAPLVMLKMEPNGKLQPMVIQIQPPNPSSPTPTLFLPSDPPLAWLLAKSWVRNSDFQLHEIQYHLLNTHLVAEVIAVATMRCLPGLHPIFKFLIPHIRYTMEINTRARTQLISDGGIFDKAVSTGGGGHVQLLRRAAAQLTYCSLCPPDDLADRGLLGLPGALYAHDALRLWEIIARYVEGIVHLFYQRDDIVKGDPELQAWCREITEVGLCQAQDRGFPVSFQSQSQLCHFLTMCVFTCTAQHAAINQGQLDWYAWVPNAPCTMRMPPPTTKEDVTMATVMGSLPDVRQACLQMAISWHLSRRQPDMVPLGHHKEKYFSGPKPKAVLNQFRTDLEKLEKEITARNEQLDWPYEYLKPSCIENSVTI
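Hydroperoxide output read as Fe(III)-xylenol orange absorbance, 573-to-405 nm ratio, after 30 min reaction with 40 uM arachidonic acid. Enzyme: 150 nM purified human 12hLO, 15 min compound preincubation; 25 mM Hepes pH 7.0, room temperature.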
ALOX15B inhib: 15-hLO-2 (ALOX15B) enzyme inhibition | O15296 | purified 15hLO-2, xylenol orange hydroperoxide absorbance | Potency, µM (highest dose often 57.1 µM), for inactives: at the highest dose activity change, negative = inhibition, usual class: inhibitors | 110,000 tested, 0.56% active; also: potency is read from the fitted curve at half-maximal effect; nearly all actives have a fitted effect of over 60% in size; many of its hits are not listed in these tables
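Purified human 15hLO-2 (50 nM final) preincubated with compounds 15 min at room temperature in 25 mM Hepes pH 7.5, 0.01% Triton X-100, then 45 uM arachidonic acid added for 90 min; hydroperoxide detected via ferrous/xylenol orange, 573/405 nm absorbance ratio.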
Active calls of the source: *. Unless noted, calls follow the shape of the dose curve; as a rule, active = well fitted curve in the direction sought with a large enough effect; inconclusive = small, poorly fitted or top-dose-only effect, or another doubt; inactive = no such curve, though single readings can be large; an effect the other way counts as inactive or inconclusive. Unless noted, % is scaled to controls: 0 for no effect and ±100 for the full control effect. Some of the compounds tested; rates above refer to the full screens.

How did COc1ccc(S(=O)(=O)Cc2ccc(C(=O)NCCc3ccc(S(N)(=O)=O)cc3)o2)cc1 do in these assays?
PNC inhibitor: 5; IMPase inh: 0; 12-hLO inh: 3%; ALOX15B inhib: 2%

How did COP(=O)(OC)c1nc(-c2ccccc2)oc1NCc1ccccc1 do in these assays?
PNC inhibitor: -19; IMPase inh: 2; 12-hLO inh: -5%

Results for COCCNC(=O)Cn1cc2c(n1)CCC(C)C2 (stereo unspecified) ?
PNC inhibitor: inconclusive; IMPase inh: 2; 12-hLO inh: 2%; ALOX15B inhib: 3%

How did CN1CCN(c2nc3ccccc3nc2C(C#N)C(=O)OC2CCCCC2)CC1 (stereo unspecified) do in these assays?
PNC inhibitor: -23; IMPase inh: 13; 12-hLO inh: -3%; ALOX15B inhib: 4%

Results for CSC1=NCCN1C(=O)c1c(-c2ccccc2Cl)noc1C ?
PNC inhibitor: -19; IMPase inh: 5; 12-hLO inh: 4%; ALOX15B inhib: 4%

How did O=C(CSc1nnc(-c2ccncc2)n1Cc1ccco1)c1ccc(Cl)cc1 do in these assays?
PNC inhibitor: -12; IMPase inh: 5; 12-hLO inh: -19%; ALOX15B inhib: -7%

What do the screens show for `CCN1CCN(c2nc(N)c([N+](=O)[O-])c(Nc3ccc(C)c(C)c3)n2)CC1`?
PNC inhibitor: 0; 12-hLO inh: -2%

How did COc1ccc(Br)cc1CNC(=O)C1CCN(S(=O)(=O)N2CCCCC2)CC1 do in these assays?
PNC inhibitor: 78; IMPase inh: 3; 12-hLO inh: -2%; ALOX15B inhib: -1%

What do the screens show for `Cn1c(-c2ccc(F)cc2)cnc1SCC(=O)N1CCCCC1`?
PNC inhibitor: -19; IMPase inh: 5; 12-hLO inh: -1%; ALOX15B inhib: 1%

Results for Cc1cc(C)n2nc(-c3cnn(C)c3C(F)(F)F)c(Cl)c2n1 ?
PNC inhibitor: 1; IMPase inh: -1; 12-hLO inh: 0%; ALOX15B inhib: 4%

What do the screens show for `COc1ccc(NC(=O)c2ccco2)c([N+](=O)[O-])c1`?
PNC inhibitor: 53; IMPase inh: -2; 12-hLO inh: 0%

What do the screens show for `CC(C)(C)NC(=O)Cn1c(=O)oc2cc(S(=O)(=O)N3CCc4ccccc43)ccc21`?
PNC inhibitor: -25; IMPase inh: 1; 12-hLO inh: 0%; ALOX15B inhib: -6%

What do the screens show for `N#Cc1ccccc1NC(=O)COC(=O)CSc1nc2ccccc2o1`?
PNC inhibitor: inconclusive; IMPase inh: 1; 12-hLO inh: 5%; ALOX15B inhib: 0%

What do the screens show for `Cc1ccc(S(=O)(=O)/N=C2/C=C(C3C(=O)CC(C)(C)CC3=O)C(=O)c3ccccc32)cc1`?
PNC inhibitor: 27; IMPase inh: 10; 12-hLO inh: -12%; ALOX15B inhib: -7%

How did O=C(O)CCN1/C(=C/C=Nc2ccccc2)Oc2ccccc21 do in these assays?
PNC inhibitor: -4; IMPase inh: -2; 12-hLO inh: -6%; ALOX15B inhib: -17%

How did COC(=O)c1ccc(NC(=O)CSc2nnnn2C2CCCCC2)cc1 do in these assays?
PNC inhibitor: 210; IMPase inh: 0; 12-hLO inh: 11%

How did COc1ccc(C2COC(=O)C2=N)c(NC(=O)c2ccc(Cl)cc2)c1 (stereo unspecified) do in these assays?
PNC inhibitor: 12; 12-hLO inh: -5%

Results for O=C(Nc1ccc(F)cc1)c1nsc(Cl)c1Cl ?
PNC inhibitor: -2; IMPase inh: 10; 12-hLO inh: 5%

How did C=CCNc1nc(NCCN2CCOCC2)nc(N2CCOCC2)n1 do in these assays?
PNC inhibitor: 11; IMPase inh: 5; 12-hLO inh: 0%; ALOX15B inhib: -8%

How did CCc1ccc2[nH]c(=O)c(CN(Cc3ccc4c(c3)OCO4)Cc3nnnn3C3CCCC3)cc2c1 do in these assays?
PNC inhibitor: 42; IMPase inh: 11; 12-hLO inh: -14%; ALOX15B inhib: 21%

How did Cc1nn(CC(=O)Nc2ccncc2)c(C)c1[N+](=O)[O-] do in these assays?
PNC inhibitor: inconclusive; 12-hLO inh: -2%

Results for CC(NC(=O)C1CCC1)c1ccc(Br)cc1 (stereo unspecified) ?
PNC inhibitor: -25; 12-hLO inh: -5%

How did Cc1ccccc1Oc1nc2c(C)cccn2c(=O)c1/C=C(\C#N)C(=O)Nc1c(C)n(C)n(-c2ccccc2)c1=O do in these assays?
PNC inhibitor: 132; IMPase inh: -3; 12-hLO inh: -4%

What do the screens show for `CCCC(=O)Nc1ccc(Oc2ccc(NC(=O)CCC)cc2)cc1`?
PNC inhibitor: -100*; IMPase inh: 0; 12-hLO inh: 1%

What do the screens show for `CCSc1nnc(NC(=O)C2CCCCC2C(=O)OCC(F)(F)C(F)F)s1` (stereo unspecified)?
PNC inhibitor: 28; IMPase inh: -6; 12-hLO inh: 2%; ALOX15B inhib: -9%

What do the screens show for `O=C(CN(Cc1ccccc1)S(=O)(=O)c1ccc2c(c1)OCCO2)Nc1ccc2c(c1)OCCO2`?
PNC inhibitor: -13; IMPase inh: -1; 12-hLO inh: 3%; ALOX15B inhib: -5%

What do the screens show for `Cc1ccccc1OCC(=O)NCC(=O)N/N=C/c1ccc(Br)o1`?
PNC inhibitor: -114*; 12-hLO inh: -4%

How did CCCC(=O)Nc1ccc2c(c1)nc(CN1CCCCC1)n2C do in these assays?
PNC inhibitor: -22; IMPase inh: 4; 12-hLO inh: -3%; ALOX15B inhib: 0%

Results for COc1ccc(-n2c(=S)[nH]c3cc(C(=O)Nc4cccc(C)c4)ccc3c2=O)cc1 ?
PNC inhibitor: inconclusive; IMPase inh: -2; 12-hLO inh: 7%

How did c1csc(-c2nn3c(C4COc5ccccc5O4)nnc3s2)c1 (stereo unspecified) do in these assays?
PNC inhibitor: -15; IMPase inh: -2; 12-hLO inh: -3%; ALOX15B inhib: -18%

How did CCSc1nc2ccccc2n1C(=O)c1ccc(S(=O)(=O)N2CCCCCC2)cc1 do in these assays?
PNC inhibitor: 1; IMPase inh: -13; 12-hLO inh: 0%

How did CCOC(=O)N=S(N)(=O)c1ccccc1 (stereo unspecified) do in these assays?
PNC inhibitor: 12; IMPase inh: 10; 12-hLO inh: -2%; ALOX15B inhib: 2%

Results for Cn1c(NN)nc2sc3c(c2c1=O)CC(C)(C)OC3 ?
PNC inhibitor: 1; IMPase inh: -4; 12-hLO inh: -2%

How did Cc1ccc(C)c(NC(=O)c2cc(-c3ccccc3)nn2-c2ccccc2)c1 do in these assays?
PNC inhibitor: inconclusive; IMPase inh: 11; 12-hLO inh: 0%

What do the screens show for `CCOCCOCCC(C(=O)OCC)P(=O)(c1ccccc1)c1ccccc1` (stereo unspecified)?
PNC inhibitor: 19; IMPase inh: -1; 12-hLO inh: 7%; ALOX15B inhib: 3%

Results for CCc1nc(N2CCCCC2C)c2oc3ccccc3c2n1 (stereo unspecified) ?
PNC inhibitor: -15; IMPase inh: 4; 12-hLO inh: -7%; ALOX15B inhib: 15%

How did CCCC(=O)NC(Nc1ccc(S(=O)(=O)Nc2ncccn2)cc1)(C(=O)OCC)C(F)(F)F (stereo unspecified) do in these assays?
PNC inhibitor: 26; IMPase inh: inconclusive; 12-hLO inh: -5%; ALOX15B inhib: -1%

What do the screens show for `COc1ccc(C(=O)c2sc3nc(C)cc(-c4cccs4)c3c2N)cc1`?
PNC inhibitor: inconclusive; 12-hLO inh: -8%

Results for O=C(NC(c1ccc(Cl)cc1)c1c(O)ccc2ccccc12)c1ccccc1 (stereo unspecified) ?
PNC inhibitor: -12; 12-hLO inh: -16%

How did CC1CCN(S(=O)(=O)c2ccc(NC(=O)CN3CCN(c4ccccc4)CC3)cc2)CC1 do in these assays?
PNC inhibitor: -8; IMPase inh: 5; 12-hLO inh: -5%; ALOX15B inhib: 6%

A run of entries from further up, as a working copy:
Results for Cn1c(NN)nc2sc3c(c2c1=O)CC(C)(C)OC3 ?
PNC inhibitor: 1; IMPase inh: -4; 12-hLO inh: -2%

How did Cc1ccc(C)c(NC(=O)c2cc(-c3ccccc3)nn2-c2ccccc2)c1 do in these assays?
PNC inhibitor: inconclusive; IMPase inh: 11; 12-hLO inh: 0%

What do the screens show for `CCOCCOCCC(C(=O)OCC)P(=O)(c1ccccc1)c1ccccc1` (stereo unspecified)?
PNC inhibitor: 19; IMPase inh: -1; 12-hLO inh: 7%; ALOX15B inhib: 3%

Results for CCc1nc(N2CCCCC2C)c2oc3ccccc3c2n1 (stereo unspecified) ?
PNC inhibitor: -15; IMPase inh: 4; 12-hLO inh: -7%; ALOX15B inhib: 15%

How did CCCC(=O)NC(Nc1ccc(S(=O)(=O)Nc2ncccn2)cc1)(C(=O)OCC)C(F)(F)F (stereo unspecified) do in these assays?
PNC inhibitor: 26; IMPase inh: inconclusive; 12-hLO inh: -5%; ALOX15B inhib: -1%

What do the screens show for `COc1ccc(C(=O)c2sc3nc(C)cc(-c4cccs4)c3c2N)cc1`?
PNC inhibitor: inconclusive; 12-hLO inh: -8%

Results for O=C(NC(c1ccc(Cl)cc1)c1c(O)ccc2ccccc12)c1ccccc1 (stereo unspecified) ?
PNC inhibitor: -12; 12-hLO inh: -16%

How did CC1CCN(S(=O)(=O)c2ccc(NC(=O)CN3CCN(c4ccccc4)CC3)cc2)CC1 do in these assays?
PNC inhibitor: -8; IMPase inh: 5; 12-hLO inh: -5%; ALOX15B inhib: 6%

(next part)
How did CCc1c(C)[nH]c2nc3ccccc3n2c1=O do in these assays?
PNC inhibitor: 4; IMPase inh: 4; 12-hLO inh: 1%; ALOX15B inhib: 0%

What do the screens show for `COc1ccc(Br)cc1C(=O)Nc1nnn(C)n1`?
PNC inhibitor: inconclusive; IMPase inh: 2; 12-hLO inh: 3%; ALOX15B inhib: 0%

What do the screens show for `CC1Cc2ccccc2N1C(=O)C1CCN(S(=O)(=O)Cc2ccccc2)CC1` (stereo unspecified)?
PNC inhibitor: -24; IMPase inh: 4; 12-hLO inh: -2%; ALOX15B inhib: -4%

How did CCOC(=O)CSc1nc2sc(C(=O)O)c(C)c2c(=O)[nH]1 do in these assays?
PNC inhibitor: 29; IMPase inh: 3; 12-hLO inh: 4%; ALOX15B inhib: -3%

How did CCc1nc(SCC(=O)NCCc2ccccc2)n[nH]1 do in these assays?
PNC inhibitor: inconclusive; IMPase inh: 8; 12-hLO inh: -2%; ALOX15B inhib: 0%

How did Cc1c(C(=O)Nc2ccc(F)cc2)oc2ccc(S(=O)(=O)N3CC(C)CC(C)C3)cc12 (stereo unspecified) do in these assays?
PNC inhibitor: inconclusive; IMPase inh: -4; 12-hLO inh: -4%; ALOX15B inhib: -3%

How did COc1cccc(-c2cc(C(=O)NCCN3CCOCC3)no2)c1 do in these assays?
PNC inhibitor: 18; IMPase inh: 1; 12-hLO inh: -1%; ALOX15B inhib: 6%

Results for CCn1ncc2c1C(=O)NC1c3ccccc3C(=O)N21 (stereo unspecified) ?
PNC inhibitor: 49; IMPase inh: 5; 12-hLO inh: -8%; ALOX15B inhib: 0%

Results for COc1ccc(N)c2c1C(=O)c1ccccc1C2=O ?
PNC inhibitor: 7; 12-hLO inh: -2%

What do the screens show for `CC(C)(C)SCCNC(=O)c1cccc([N+](=O)[O-])c1`?
PNC inhibitor: inconclusive; 12-hLO inh: -3%

How did Cc1c(NC(=O)c2cc(=O)[nH]c3ccccc23)c(=O)n(-c2ccccc2)n1C do in these assays?
PNC inhibitor: 13; IMPase inh: 12; 12-hLO inh: -1%; ALOX15B inhib: 3%

How did O=C(CCC(=O)Nc1ccccc1Cl)N/N=C/c1c[nH]c2ccccc12 do in these assays?
PNC inhibitor: -27; 12-hLO inh: -3%

What do the screens show for `O=C(O)CC(CP(=O)(c1ccccc1)c1ccccc1)C(=O)O` (stereo unspecified)?
PNC inhibitor: -19; IMPase inh: 1; 12-hLO inh: -6%; ALOX15B inhib: 0%
